mIAP block – blocks mouse intestinal alkaline phosphatase; inhibition, % at 10 µM; purified mouse IAP, CDP-Star luminescence, 30 min; 0.2% of 330,000 active;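 active = inhibition of at least 40% at 10 µM in the primary screen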;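 note: plate controls were DMSO with enzyme for no effect and no enzyme wells for full effect; values of inactives mirror those of a sister screen read the other way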
hIAP block – blocks human intestinal alkaline phosphatase | inhibition, % at 10 µM | purified IAP, CDP-Star luminescence, 30 min | P09923 | 0.12% of 330,000 active | AID 2544;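 active = inhibition reaching a set limit with compound at 10 µM in the primary screen, cut at about 35% in these data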;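 note: plate controls were DMSO wells with enzyme for no effect and no-enzyme buffer wells for full effect; values of inactives mirror those of a sister screen read the other way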
Target sequence (P09923 whole entry, looked up): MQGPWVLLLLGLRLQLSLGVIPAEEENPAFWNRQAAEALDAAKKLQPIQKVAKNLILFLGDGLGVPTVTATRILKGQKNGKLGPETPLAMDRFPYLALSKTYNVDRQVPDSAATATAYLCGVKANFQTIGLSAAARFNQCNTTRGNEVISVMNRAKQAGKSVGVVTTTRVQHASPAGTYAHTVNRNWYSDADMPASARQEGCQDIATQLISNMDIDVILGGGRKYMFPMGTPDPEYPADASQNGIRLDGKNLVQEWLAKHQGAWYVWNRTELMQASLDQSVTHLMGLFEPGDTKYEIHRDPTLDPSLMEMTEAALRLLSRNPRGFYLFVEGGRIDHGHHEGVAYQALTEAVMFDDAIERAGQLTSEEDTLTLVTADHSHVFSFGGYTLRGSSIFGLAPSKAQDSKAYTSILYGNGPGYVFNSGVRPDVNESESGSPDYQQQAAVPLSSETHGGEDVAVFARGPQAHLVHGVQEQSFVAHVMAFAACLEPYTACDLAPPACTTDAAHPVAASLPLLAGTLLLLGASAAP
A3G deaminase – blocks human APOBEC3G single-stranded DNA deamination; Q9HC16; 0.28% of 330,000 active; recombinant A3G, ssDNA deamination FAM/TAMRA fluorescence; inhibition, % at 20 µM;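 active = inhibition of at least 40% at 20 µM, with no more than 30% in the related APOBEC3A deaminase screen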;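 note: plate controls were DMSO wells with A3G for no effect and wells lacking A3G enzyme for full effect; some compounds called inactive have numbers as strong as hits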
Target sequence (Q9HC16 whole entry, looked up): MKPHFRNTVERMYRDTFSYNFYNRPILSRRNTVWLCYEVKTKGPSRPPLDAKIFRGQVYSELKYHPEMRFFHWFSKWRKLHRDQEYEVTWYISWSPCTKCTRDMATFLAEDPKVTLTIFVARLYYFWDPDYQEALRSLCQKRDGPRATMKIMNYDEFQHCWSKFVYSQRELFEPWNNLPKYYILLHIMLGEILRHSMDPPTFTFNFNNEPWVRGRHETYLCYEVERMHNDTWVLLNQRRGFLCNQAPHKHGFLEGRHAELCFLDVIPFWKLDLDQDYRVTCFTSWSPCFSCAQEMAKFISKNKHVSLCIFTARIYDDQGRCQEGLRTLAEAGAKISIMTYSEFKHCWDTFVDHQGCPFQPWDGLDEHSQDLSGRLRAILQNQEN
TIM10 inh – growth inhibitors of TIM10 yeast strain. S. cerevisiae TIM10 strain growth, BacTiter-Glo luminescence, 24 h. inhibition, % at 10 µM. 1.4% of 330,000 active;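 active = inhibition of 40% or more at the single tested concentration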;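 note: wild-type TIM10 isogenic control strain grown at permissive 25 °C; 0% = DMSO yeast wells and 100% = minimal medium wells without yeast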
tim10-1 inh – inhibits growth of tim10-1 mutant yeast; 2.2% of 330,000 active; S. cerevisiae tim10-1 ts strain growth, BacTiter-Glo, 24 h; AID 463190; inhibition, % at 20 µM;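 active = inhibition of at least 40%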;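 note: mutant grown at 25 °C; 0% = DMSO wells with yeast and 100% = wells holding no yeast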
NLRP3 yeast inh – NALP3 inhibition in yeast | inhibition, % at 10 µM | 0.39% of 330,000 active | AID 2825 | Yeast reconstituted NLRP3/ASC/caspase-1, beta-gal luminescence, 24 h;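 active = inhibition of 50% or more; inactive = inhibition below 50%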;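 note: plate controls were induced DMSO wells for no effect and uninduced yeast grown without galactose for full effect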
mIAP act – increases mouse intestinal alkaline phosphatase activity; muIAP, CDP-Star luminescence, 30 min; hits give high values; 1 = vehicle-only enzyme signal, 0 = enzyme-free wells; activation factor at 10 µM; 0.24% of 330,000 active; AID 2805;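 active = activation factor of at least 2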; note: the source names both 10 and 20 µM as test concentration; values of inactives mirror those of a sister screen read the other way
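Assay system: mouse IAP enzyme; reagent: chemiluminescent substrate CDP-Star; dosing: test compounds delivered from DMSO solution; schedule: 30 min at room temperature; measured by: luminescence from enzymatic CDP-Star hydrolysis; controls: DMSO-only wells and no-enzyme negative control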
MIN6 prolif – inducers of beta-cell replication in MIN6 cells; MIN6 cells proliferation, ATPlite luminescence, 48 h; cells starved in 0.2% serum; 100% = growth in 10% serum; proliferation, % at 10 µM; 0.29% of 330,000 active; AID 2380;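 active = compounds whose signal lies at least 3.5 SD above the mean of all wells on their plate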;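 note: 0% = DMSO-treated cells in low-serum medium and 100% = 10% serum control; some compounds called inactive have numbers as strong as hits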
APOBEC3A inh – human APOBEC3A DNA deaminase inhibition | P31941 | 0.41% of 330,000 active | AID 493011 | recombinant A3A, FAM/TAMRA ssDNA deamination fluorescence | inhibition, % at 20 µM;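 active = at least 40% inhibition at 20 µM here, with at most 30% in a related deaminase screen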;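 note: plate controls were A3A with DMSO for no effect and wells lacking A3A enzyme for full effect; some results filed as inactive read as strong as hits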
Target sequence (P31941 whole entry, looked up): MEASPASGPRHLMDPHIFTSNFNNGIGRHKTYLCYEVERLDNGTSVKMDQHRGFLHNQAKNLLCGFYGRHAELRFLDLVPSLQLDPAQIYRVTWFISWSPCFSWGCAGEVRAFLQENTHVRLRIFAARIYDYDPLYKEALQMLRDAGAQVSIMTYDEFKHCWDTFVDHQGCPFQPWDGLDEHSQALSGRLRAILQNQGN
Numbers without * were called inactive. Not a hit list, and some 4.6% of all compounds hit somewhere here.

SMILES	mIAP block	hIAP block	A3G deaminase	TIM10 inh	tim10-1 inh	NLRP3 yeast inh	mIAP act	MIN6 prolif	APOBEC3A inh
COc1ccc(NC(=O)[C@H](C)NC(=O)C2CCN(S(=O)(=O)c3ccc(OC)cc3)CC2)cc1	-8	-23	-6	1	-6	-3	1.1	-2	-3
CC1CCCN(S(=O)(=O)c2cc3c4c(c2)C(C)C(=O)N4CCC3)C1 (stereo not drawn)	3	-12	-7	5	6	9	0.97	0	-7
COC(=O)C1CCN(C(=O)COC(=O)CNC(=O)c2ccc(Cl)cc2Cl)CC1	-18	12	-7	-1	-15	3	1.2	1	4
CCOC(=O)c1ccoc1CSCC(=O)N1CCN(S(=O)(=O)c2ccc(C)cc2)CC1	8	-10	2	22	29	-11	0.92	-2	2
Cc1cccc(NC(=O)CCCc2ccccc2)c1C	6	4	-1	7	21	28	0.94	0	-4
COc1ccc2nc(NC(=O)CS(=O)(=O)c3ccc(C)cc3)sc2c1	6	-7	-4	20	14	15	0.94	-1	-1
CCC(=O)c1cc(F)c(N2CCN(C(=O)c3ccco3)CC2)cc1C	-2	11	-10	1	17	14	1	0	-7
CCc1nc2ccccc2nc1N1CCN(S(=O)(=O)c2ccccc2)CC1	8	2	-1	36	24	26	0.92	1	-2
Cc1ccccc1Cn1ccc(NC(=O)c2cc3ncc(Br)cn3n2)n1	12	-14	5	-2	15	24	0.88	-2	31
O=C(Cn1cnc2cc([N+](=O)[O-])ccc2c1=O)Nc1ccc(Br)cc1	14	9	-2	2	-24	17	0.86	-4	9
Nc1ccc(-n2cc(-c3ccccc3)[nH]c2=S)cc1	5	19	11	21	37	22	0.95	0	-2
Cc1ccc(C(=O)n2nc(-c3cccnc3)nc2N)cc1	4	4	-6	11	34	11	0.95	1	1
CC1CN(C(=O)C2(C)CC2(Cl)Cl)CC(C)O1 (stereo not drawn)	3	7	-1	-6	11	10	0.97	0	-2
CCn1nc(Cc2cccc3ccccc23)c(C#N)c1N	9	8	-4	7	8	3	0.91	-1	0
O=C(COc1ccccc1[N+](=O)[O-])NCC1(N2CCCCC2)CCCCC1	15	0	-6	-3	-3	12	0.85	2	-2
COc1cc2ccccc2cc1C(=O)Nc1ccc(Cl)cn1	1	6	-4	-6	12	21	0.99	-1	-4
COc1cc(C2=NOC(C(=O)Nc3cc(C)on3)C2)cc(OC)c1OC (stereo not drawn)	4	-19	0	-3	-6	9	0.96	-1	2
COc1ccc(C(=O)N2CCN(c3ncccn3)CC2)cc1[N+](=O)[O-]	-7	-4	-5	-14	-4	17	1.1	0	-3
O=C(/C=C/c1ccc(F)cc1)NC(=S)Nc1ccccc1	9	9	-7	14	10	21	0.91	-4	-4
C[C@H](NC(=O)c1nc[nH]c1C(=O)N[C@@H](CCCCNC(=O)OC(C)(C)C)C(=O)OC(C)(C)C)c1ccccc1	2	-44	-7	-3	16	9	0.98	-9	-1
O=C(CSc1ccccc1C(=O)NCc1ccccc1)NC1CCCCCCC1	-2	-20	-9	31	25	16	1	-5	4
CC(C)C(=O)Nc1cccc2nsnc12	8	-5	-7	-3	-17	11	0.92	-1	-1
CCn1c(CCNC(=O)c2ccc(Cl)cc2Cl)n[nH]c1=S	3	-8	11	-5	9	13	0.97	-3	1
COCCn1c(=O)[nH]c(=O)c2c(C(F)(F)F)cc(-c3cccs3)nc21	-1	7	-2	-37	6	19	1	0	0
C#CCOCCOCCOCCNc1nc(N2CCN(C(=O)C([C@@H](C)O)n3cc([C@@H](N)CCCCN)nn3)CC2)nc(N2CCN(C(=O)[C@H](CCC(=O)O)n3cc([C@@H](N)CCCCN)nn3)CC2)n1 (stereo partly drawn)	0	-1	-7	-4	-3	14	1	-2	-1

Four entries out of the list, ordered by number of heavy atoms, high to low.
SMILES	mIAP block	hIAP block	A3G deaminase	TIM10 inh	tim10-1 inh	NLRP3 yeast inh	mIAP act	MIN6 prolif	APOBEC3A inh
COc1cc2ccccc2cc1C(=O)Nc1ccc(Cl)cn1	1	6	-4	-6	12	21	0.99	-1	-4
CCn1nc(Cc2cccc3ccccc23)c(C#N)c1N	9	8	-4	7	8	3	0.91	-1	0
Cc1cccc(NC(=O)CCCc2ccccc2)c1C	6	4	-1	7	21	28	0.94	0	-4
Nc1ccc(-n2cc(-c3ccccc3)[nH]c2=S)cc1	5	19	11	21	37	22	0.95	0	-2

New compounds follow:
SMILES	mIAP block	hIAP block	A3G deaminase	TIM10 inh	tim10-1 inh	NLRP3 yeast inh	mIAP act	MIN6 prolif	APOBEC3A inh
CCNc1nc(NCC)n2c(SCC(=O)N(CC)C3CCCCC3)nnc2n1	-2	-8	-6	-15	7	3	1	0	2
CCN(CC)S(=O)(=O)c1ccc(Cl)c(NC(=O)COC(=O)c2cc(-c3ccccc3Cl)nc3ccccc23)c1	5	5	-1	-3	14	12	0.95	0	-2
Cc1cc(/C=N/O)c(C)n1-c1ccc(Br)cc1	1	-61	2	17	33	0	0.99	-2	-1
Brc1cccc(OCCCCN2CCCCC2)c1	2	10	-3	-35	-67	20	0.98	0	2
CCOC(=O)N1CCC(N(C(=O)Nc2ccc(Cl)c(Cl)c2)C(C)CC)CC1 (stereo not drawn)	-38	0	-3	20	21	13	1.4	-5	-2
COc1ccccc1/C=C(\C)C(=O)c1c(C)cc(C)[nH]c1=O	0	3	-3	0	2	8	1	-2	-2
C=CCC(Nc1ccco1)c1ccccc1 (stereo not drawn)	1	-6	-1	15	4	-8	0.99	-1	-8
CC(C)NC(=O)C1CCN(C2CCN(C(=O)c3cc4c(s3)CCCCC4)CC2)CC1	-13	-21	-2	-4	-2	4	1.1	-3	1
COC(=O)Cn1c(=NC(=O)C2CC2)sc2c(C)cc(C)cc21	-7	-2	-12	3	12	10	1.1	-1	-3
COC(=O)Nc1ccc([N+](=O)[O-])cc1OC	-2	1	0	-15	5	3	1	0	2
O=c1c2sccc2[nH]c(=S)n1Cc1ccccc1	3	18	-9	-1	30	-7	0.97	0	-6
CC1CCN(C2=NN3C(=N)/C(=C\c4ccc(OC(=O)c5ccco5)cc4)C(=O)N=C3S2)CC1	15	32	3	5	4	11	0.85	-5	0
Cc1ccc2nc(SCC(=O)NC3CCCC3)[nH]c2c1	3	-2	-8	10	-13	6	0.97	-3	-3
NCC1CC2c3ccccc3C1c1ccccc12 (stereo not drawn)	12	6	-12	7	-16	15	0.88	-4	-4
Nn1c(SCC(=O)Nc2nc3ccccc3s2)nncc1=O	22	-7	-9	-15	10	6	0.78	-1	-3
COCc1nc2ccccc2n1CCc1ccccc1	13	5	7	12	18	12	0.87	-2	-4
CCOC(=O)c1c(C)[nH]c(C(=O)Cn2c(=O)c3c(ncn3CC)n(Cc3ccccc3)c2=O)c1C	-7	-6	-5	8	3	7	1.1	0	1
COc1ccc(OCC(=O)N2c3ccc(C)cc3C3CN(C)CCC32)cc1 (stereo not drawn)	-6	-9	-8	-2	2	6	1.1	-2	4
COCCN1C(=O)/C(=C/c2ccc(OCc3ccc(C(=O)O)cc3)c(OC)c2)SC1=Nc1ccccc1	9	18	-3	22	24	18	0.91	0	-3
COc1ccccc1C/C(N)=N/OC(=O)c1ccco1	0	7	1	29	50*	17	1	-4	-2
CC(C)C(=O)NNC(=O)c1cc2sccc2s1	4	-18	-4	9	13	5	0.96	1	-1
Cc1ccc(OC(=O)c2cccc(S(=O)(=O)N(C)C)c2)c(-n2nc3ccccc3n2)c1	4	-15	6	6	25	14	0.96	4	1
CC1CCN(S(=O)(=O)c2cccc(C(=O)Nc3nccs3)c2)CC1	7	27	-5	23	48*	3	0.93	-1	1
CC(=O)Nc1ccc(NC(=O)CSc2ncc(C(=O)Nc3ccccc3)c(=O)n2C)cc1	11	-19	-6	6	-5	-4	0.89	2	-3
COc1nnc(-c2ccc(N3CCOCC3)c(NC(C)=O)c2)c2ccccc12	-8	8	-8	6	22	12	1.1	-1	-3
The results go on:
SMILES	mIAP block	hIAP block	A3G deaminase	TIM10 inh	tim10-1 inh	NLRP3 yeast inh	mIAP act	MIN6 prolif	APOBEC3A inh
CC(OC(=O)c1ccc(Cl)cc1)C(=O)NCC1CCCCC1 (stereo not drawn)	3	9	-9	-6	-10	34	0.97	-4	-4
O=C(CSc1nnc(Nc2ccccc2F)s1)NC1CCS(=O)(=O)C1 (stereo not drawn)	-4	-11	-7	3	10	-4	1	-2	-4
CCn1c(CCNC(=O)c2ccc(OC)c(OC)c2)nc2ccccc21	4	-2	0	11	13	5	0.96	1	0
CC(C)C[C@@H](CN(C)N=O)N(C[C@H](Cc1ccccc1)N(CCc1ccccc1)N=O)N=O	6	7	-12	16	25	17	0.94	-8	-2
O=C(O)Cn1cc(F)c(=O)[nH]c1=O	3	3	-9	-4	-32	11	0.97	0	-2
Cc1ccc(C2=NN(S(C)(=O)=O)C(c3cccs3)C2)cc1 (stereo not drawn)	-1	-11	-2	1	14	15	1	-2	-16
CC(C)C(NC(=O)c1ccccc1)c1nnc(SCC(=O)Nc2nccs2)n1C (stereo not drawn)	4	17	3	3	2	-1	0.96	3	1
CC1CCC(C(C)C)C2=C1C(C#N)(C#N)C(C#N)(C#N)C(c1ccccc1)N2 (stereo not drawn)	4	-15	-7	13	23	21	0.96	-3	-4
CC(=O)c1cccc(NC(=O)Nc2ccc(C)cc2)c1	-16	-14	1	-1	1	3	1.2	-4	-1
CCOC(=O)C1CCN(C(=O)c2ccc(OC3CCN(C(=O)COC)CC3)cc2)CC1	3	-25	7	11	20	0	0.97	1	0
COc1ccc(S(=O)(=O)N(C)CC(=O)N2CCC(C)CC2)cc1Cl	-6	-34	-5	-5	-15	12	1.1	0	-1
O=C(/C=C/c1ccccc1)N/C(=C\c1ccco1)C(=O)NCCO	-10	-4	-3	-12	19	-4	1.1	-3	-2
CC(=O)NNc1cccc(Cl)n1	0	-6	-5	-21	-16	6	1	-1	3
CCOc1ccc(CN(C(=O)c2cccs2)C2CCS(=O)(=O)C2)cc1 (stereo not drawn)	-2	-9	-9	-2	2	10	1	-3	3
O=C(NC(=S)Nc1ccc(Br)cc1)C1CCCCC1	4	4	-1	6	8	8	0.96	-5	0
Cc1cccnc1NC(=O)Cn1nc(C)c([N+](=O)[O-])c1C	2	9	-8	1	2	7	0.98	-1	-5
O=C(NCCc1ccccn1)c1cccc(S(=O)(=O)N2CCc3ccccc32)c1	3	-16	-10	6	20	1	0.97	0	3
COc1ccccc1-n1c(-c2ccco2)n[nH]c1=S	4	-2	28	0	1	21	0.96	2	-2
CCc1ccccc1N1C(=O)c2cccc3c(N4CCOCC4)c([N+](=O)[O-])cc(c23)C1=O	7	-10	-4	19	27	15	0.93	-3	-5
Cc1ccc(Nc2nnc(SCC(=O)Nc3ccc(S(=O)(=O)N4CCOCC4)cc3)s2)cc1	-21	17	0	7	11	-15	1.2	-6	6
COc1cc(C2C3C(=O)N(Cc4ccccc4)C(=O)C3ON2c2ccccc2)cc(OC)c1O (stereo not drawn)	2	-11	-5	16	19	5	0.98	-3	-7
O=S(=O)(/N=S1/CC=CCN1S(=O)(=O)c1ccccc1)c1ccccc1 (stereo not drawn)	0	11	62*	6	25	-8	1	2	-7
Nc1nc2n(n1)C(c1ccco1)CC(c1ccc(F)cc1)N2 (stereo not drawn)	5	15	-5	1	3	18	0.95	5	-4
N#Cc1cc2c(nc1SCc1ccncc1)CCC2	-9	-6	24	10	1	30	1.1	-3	-5
COc1ccc(C)cc1-n1nnnc1SC(C)C(=O)NC1CCCC1 (stereo not drawn)	-4	-11	-4	-4	9	18	1	3	-1
Cc1ccc(/C=N\NC(=O)Cn2nnc3ccccc32)o1	0	4	-4	2	5	6	1	1	-1
